GLD-1 TGE inh: GLD-1-TGE RNA interaction inhibition (C. elegans) | Q17339 | purified GLD-1 + fluorescein TGE RNA, fluorescence polarization | inhibition, % at 5.96 µM | 320,000 compounds, 0.44% hits | AID 2280;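 active = percent inhibition above a per-plate cutoff, the plate mean of test compounds plus 3 SD, cut at about 30% in these data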;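 note: 0% = DMSO wells with GLD-1 and probe and 100% = wells lacking GLD-1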
Target sequence (Q17339 whole entry, looked up): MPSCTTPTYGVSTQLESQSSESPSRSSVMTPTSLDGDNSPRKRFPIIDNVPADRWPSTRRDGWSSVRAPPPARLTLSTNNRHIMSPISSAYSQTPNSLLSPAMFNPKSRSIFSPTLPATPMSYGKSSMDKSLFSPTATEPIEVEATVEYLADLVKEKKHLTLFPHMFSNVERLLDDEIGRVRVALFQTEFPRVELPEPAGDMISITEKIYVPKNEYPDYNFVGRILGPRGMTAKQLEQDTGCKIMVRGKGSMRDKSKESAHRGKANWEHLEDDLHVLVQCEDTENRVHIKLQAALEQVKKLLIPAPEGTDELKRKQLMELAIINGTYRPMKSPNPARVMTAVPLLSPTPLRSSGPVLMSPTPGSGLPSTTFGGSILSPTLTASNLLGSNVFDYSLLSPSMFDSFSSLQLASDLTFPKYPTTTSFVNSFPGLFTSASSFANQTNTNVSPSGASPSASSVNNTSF
Yeast superoxide: lowers age-related superoxide in aged yeast cells; 330,000 compounds, 0.18% hits; AID 2690; superoxide response (% of plate mean), % at 10 µM; S. cerevisiae aged cells, superoxide DHE fluorescence; active compounds read low;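 active = superoxide response under a set limit, about three screen SD below normal, cut at about 65% in these data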;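 note: yeast aged for seven days with compound at 30 °C before DHE staining; 100% = average MFI of all compound-treated wells on the plate with controls excluded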
Bcl-xL primary: blocks human Bcl-xL binding to Bim BH3 peptide | GST-Bcl-xL / FITC-Bim BH3 peptide fluorescence polarization | inhibition, % at 10.9 µM | 320,000 compounds, 0.7% hits | AID 2129;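 active = inhibition above the mean of all tested compounds plus 3 SD, cutoff set per campaign, cut at about 30% in these data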;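 note: 0% = DMSO wells and 100% = unlabeled Bim-BH3 peptide competitor; inhibitors lower millipolarization by displacing the labeled peptide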
Target sequence (Q07817 whole entry, looked up): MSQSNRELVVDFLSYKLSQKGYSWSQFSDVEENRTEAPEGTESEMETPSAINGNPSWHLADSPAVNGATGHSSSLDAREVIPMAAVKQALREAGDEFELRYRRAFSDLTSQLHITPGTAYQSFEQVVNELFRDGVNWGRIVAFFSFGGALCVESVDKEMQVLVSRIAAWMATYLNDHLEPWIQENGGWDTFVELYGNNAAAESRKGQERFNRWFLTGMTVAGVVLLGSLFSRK
MEX-5 binding: C. elegans MEX-5 TCR-2 RNA binding activity. MEX-5/FITC-TCR2 RNA binding, fluorescence polarization; active compounds read low. activity score (negative = inhibition of binding), % at 10 µM. 300,000 compounds, 0.38% hits;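 active = inhibition past about -25% in most replicates, and total fluorescence under double the plate's negative control median, limit read from the data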;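 note: 0% = DMSO and -100% = 5 µM competing unlabeled TCR2 RNA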
Fam108B counter: counter-screen for RBBP9 inhibitors: inhibitors of mouse Fam108B; recombinant Fam108B, FP-Rh probe fluorescence polarization; AID 1947; 300,000 compounds, 0.33% hits; inhibition, % at 9.51 µM;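 active = inhibition above the screen mean inhibition plus 3 SD, computed separately per campaign, cut at about 18% in these data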;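 note: inhibitors lower polarization as less probe binds the enzyme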
Efflux pump mplx: antifungal efflux pump inhibition, Nile Red retention; inhibition, % at 10 µM; 330,000 compounds, 0.44% hits; S. cerevisiae Candida pump triplex; AID 485275;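 active = plate passing quality check with inhibition over a set limit, or well fluorescence over plate mean plus 4 SD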;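 note: Nile Red retained in pooled yeast measured as flow cytometry median fluorescence; 0% = buffer negative control and 100% = Enniatin B positive control; higher means more Nile Red kept so more efflux inhibition; some compounds called inactive have numbers as strong as hits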
MCL1-BIM inh: inhibitors of human MCL1 binding to BIM-BH3 peptide | 320,000 compounds, 0.68% hits | AID 2057 | GST-MCL1 / FITC-Bim-BH3 fluorescence polarization | inhibition, % at 10.9 µM;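 active = inhibition above the mean inhibition of all tested compounds plus 3 SD, set per campaign, cut at about 40% in these data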;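 note: 0% = DMSO wells and 100% = unlabeled Bim-BH3 peptide control; higher means more loss of mP so more displacement of Bim peptide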
EBNA-1 inh: blocks EBNA-1 binding to DNA. EBNA-1 DNA binding, fluorescence polarization. inhibition, % at 14.8 µM. 300,000 compounds, 0.34% hits. AID 1950; in the data active = inhibition above about 28%
ZTA DNA inh: counter-screen for EBNA-1 inhibitors: inhibitors of Epstein-Barr virus ZTA. AID 2234. inhibition, % at 11 µM. P03206. ZTA-DNA binding, fluorescence polarization. 320,000 compounds, 0.15% hits; in the data active = inhibition above about 33%
Target sequence (P03206 whole entry, looked up): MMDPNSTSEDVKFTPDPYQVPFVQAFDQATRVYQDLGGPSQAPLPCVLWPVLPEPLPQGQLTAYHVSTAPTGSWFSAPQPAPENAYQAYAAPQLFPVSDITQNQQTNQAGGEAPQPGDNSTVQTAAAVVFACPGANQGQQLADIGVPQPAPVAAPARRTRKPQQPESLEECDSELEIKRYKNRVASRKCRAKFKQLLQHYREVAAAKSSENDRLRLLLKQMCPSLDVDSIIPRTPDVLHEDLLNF
Numbers without * were called inactive; · = not tested or not shown. Rows were taken by chance; overall some 2.3% were active at least once.

SMILES	GLD-1 TGE inh	Yeast superoxide	Bcl-xL primary	MEX-5 binding	Fam108B counter	Efflux pump mplx	MCL1-BIM inh	EBNA-1 inh	ZTA DNA inh
O=C(Cc1ccccc1F)Nc1nc(-c2cccs2)cs1	6	119	3	0.3	0	0.0	1	-3	-13
CSc1cccc(NC(=O)C2C3C=CC4(O3)C2C(=O)N(CCCN2CCOCC2)C4C(=O)NC2CCCCC2)c1 (stereo not drawn)	1	93	-1	-0.6	-2	0.1	-3	8	-7
C/C(=N\NC(=S)Nc1c(C)cccc1C)c1ccc(O)cc1	5	119	3	-2.7	-5	0.1	6	-6	-2
O=C(CCN1C(=O)[C@H]2CC=CC[C@H]2C1=O)NCc1nc(-c2ccccc2)no1	7	81	-3	-1.2	1	-0.2	-1	-8	11
CCOC(=O)c1sc(NC(=O)CN2CCCC2)c(C(=O)OCC)c1C	-3	99	3	-1.1	-8	-0.1	16	3	-1
O=c1c(-c2ccco2)[n+]([O-])c2ccccc2n1OCc1c(F)cccc1F	10	95	2	0.8	-1	-0.1	-6	-2	-1
O=C1CC2(CCCC2)Oc2ccccc21	3	·	2	-0.3	3	·	2	-7	-17
O=C(NC1CCN(C(=S)Nc2ccc(F)cc2)CC1)c1ccco1	0	109	2	-1.5	-3	-0.2	4	-16	6
c1ccc(CN2CCN(c3ncnc4c3[nH]c3ccccc34)CC2)cc1	6	100	1	-1.7	-2	0.0	-2	-6	0
Cc1c[n+]([O-])cc(C)c1Oc1ccccc1	4	91	8	-2.0	-2	-0.1	8	9	-10
Nc1nc(-c2ccc(Br)cc2)cc(C(F)(F)F)n1	-3	111	-1	-1.7	-2	0.0	-3	0	14
Cn1c(=O)[nH]c(=O)c2c1nc1n2CC(COc2ccc3ccccc3c2)O1 (stereo not drawn)	3	102	5	-2.1	2	0.1	1	-12	-2
Fc1ccc(-c2csc3[n+]2CCS3)cc1	-6	101	9	-3.3	1	3.0*	12	-8	-18
CC(C)c1ccc(OC(=O)c2ccc3c(=O)n4c(nc3c2)CCC4)cc1	3	105	-13	-1.5	-8	-0.1	-12	2	-14
COc1ccc(-c2cc(C3CCN(c4ccc(C(C)=O)cc4[N+](=O)[O-])CC3)[nH]n2)cc1	3	139	2	1.5	-8	0.4	-3	-15	-6
Cc1ccc(S(=O)(=O)CCC(=O)OCc2ccc(S(=O)(=O)C(C)C)cc2)cc1	6	88	6	-1.8	-2	0.0	12	4	11
CC(C)(C)NC(=O)COc1ccc(CNc2ccc3[nH]c(=O)[nH]c3c2)cc1	-9	61*	18	-6.7	5	-0.2	19	12	-15
O=C(N/N=C/C(Cl)=C\c1ccccc1)c1cccs1	3	104	5	-3.5	-13	0.0	12	-13	-4
COc1cccc(CC2(CO)CCCN(Cc3ccc4c(c3)OCCO4)C2)c1 (stereo not drawn)	-7	98	6	1.9	0	0.1	0	8	-1
Cc1ncoc1C(=O)NCc1ccccc1Cl	5	108	3	1.1	-3	0.1	4	0	-7

Shown as a hit in Efflux pump mplx, of those listed so far:
Compound	GLD-1 TGE inh	Bcl-xL primary	MEX-5 binding	Efflux pump mplx	MCL1-BIM inh	EBNA-1 inh
Fc1ccc(-c2csc3[n+]2CCS3)cc1	-6	9	-3.3	3.0*	12	-8

Other structures.
SMILES	GLD-1 TGE inh	Yeast superoxide	Bcl-xL primary	MEX-5 binding	Fam108B counter	Efflux pump mplx	MCL1-BIM inh	EBNA-1 inh	ZTA DNA inh
Cc1nn(C)c(Cl)c1CN1CCCC(C(=O)Nc2cccc(-n3cccn3)c2)C1 (stereo not drawn)	-1	100	0	-2.9	3	0.2	4	1	-10
CN(Cc1ccc(C(C)(C)C)cc1)C(=O)C1CCN(C(=O)Nc2ccccc2)CC1	2	100	-2	-2.1	-2	0.2	-9	-9	-4
COc1ccccc1NC(=O)CC1S/C(=N/N=C(\C)C2CCCCC2)NC1=O (stereo not drawn)	3	92	6	2.2	0	0.3	1	1	14
Cc1ccc2occ(/C=C/C(=O)O)c(=O)c2c1	-7	108	2	0.4	2	0.1	-4	7	7
COc1ccc(S(=O)(=O)N2CCCCCC2)cc1N(C)S(=O)(=O)c1ccc(Cl)cc1	-4	97	6	-0.3	-2	-0.1	5	2	-2
O=C(CSCc1cccc(CSCC(=O)Nc2ccc3ccccc3c2)n1)Nc1ccc2ccccc2c1	-2	94	0	-2.9	4	-0.2	8	4	-5
N=c1c2c(-c3ccccc3)c(-c3ccccc3)oc2ncn1CCN1CCOCC1	-6	105	2	-1.2	0	0.1	4	-14	-16
COc1ccc(S(=O)(=O)N2CCC(=O)N2)cc1	0	96	-1	0.1	-4	-0.1	-8	-3	6
CC(C)CN1CCN(Cc2c[nH]c3ccccc23)CC1CCO (stereo not drawn)	2	112	2	-0.5	3	0.0	-3	-9	-7
Cc1c(Cl)cccc1NC(=O)CSc1nc2c(c(=O)[nH]1)CCCC2	-8	103	4	2.0	-6	0.5	0	9	1
COc1ccc(CN(Cc2ccccn2)C(=O)CN2C(=O)C(C)Oc3ccccc32)cc1 (stereo not drawn)	5	101	5	·	2	0.0	3	6	-2
COc1ccc(NC(=O)CSc2ncnc3sc(C)cc23)cc1	15	104	1	1.4	3	0.2	2	-10	4
O=C(c1cc([N+](=O)[O-])ccc1N1CCCC1)N1CCCC1	2	96	0	2.1	-3	-0.1	-6	-7	-1
O=C(C1=C(O)C(=O)N(Cc2ccco2)C1c1cccc([N+](=O)[O-])c1)c1ccco1 (stereo not drawn)	8	101	5	-2.5	1	0.2	6	6	-2
CC1CCCN(CCOc2cccc(Oc3ccccc3)c2)C1 (stereo not drawn)	1	93	0	1.0	0	0.0	5	8	-12
O=C(NCc1ccc(F)cc1Cl)C1CC(=O)N(C2CCCCCCC2)C1 (stereo not drawn)	8	139	3	1.9	1	0.1	6	-3	10
O=[N+]([O-])c1ccc(Cc2ccccn2)c([N+](=O)[O-])c1	5	108	1	-1.9	-2	0.0	-2	-5	-1
C[C@H]1CN=C(Nc2ccccc2)N1CCC1CCCC1	-2	103	1	-0.1	4	-0.1	7	9	6
CC1Oc2ccccc2C=C1/C=N/NC(=O)[C@@H](C)NC(=O)OC(C)(C)C (stereo partly drawn)	4	103	4	·	3	0.2	2	-2	5
COc1ccc(-c2cc(C3CC3)nc(SCC(=O)c3cccs3)c2C#N)cc1	1	82	2	-1.8	-4	0.0	-5	-2	-4
Cc1ccc(S(=O)(=O)N2CCCC(C(=O)NNCC(=O)Nc3cc(F)ccc3F)C2)cc1 (stereo not drawn)	9	113	12	1.4	-2	0.0	3	2	-2
O=C(NCCc1ccccc1)/C(=C/c1ccco1)c1ccccc1	-4	97	2	-0.1	-1	0.1	-5	10	8
O=C(Nc1ccccc1)c1ccccc1NC(=O)c1ccccc1C(=O)O	0	99	-2	0.2	-2	0.2	10	-4	-1
COC(=O)c1ccc(Cl)c(NC(=O)c2cccc([N+](=O)[O-])c2C)c1	3	83	1	0.7	5	-0.1	-5	-3	-8
COc1ccc(CCN(Cc2cccs2)S(=O)(=O)c2ccc(S(=O)(=O)N3CCC(C)CC3)cc2)cc1OC	1	102	1	0.6	2	0.3	1	0	-5
COc1cc(OC)c2c(c1)C(=O)OC2	5	97	1	-0.4	4	-0.2	-5	-3	-5
CC(C)(C)C1CCc2c(sc(NC(=O)c3ccco3)c2C(N)=O)C1 (stereo not drawn)	12	107	5	·	0	-0.1	9	7	8
CCCOc1ccc(C(=O)Nc2ccc(NC(=O)c3cccs3)cc2)cc1	-2	96	3	-4.2	-2	1.7*	0	1	7
O=C(NCCc1ccccc1)C(=O)NCC1OCCN1S(=O)(=O)c1ccc([N+](=O)[O-])cc1 (stereo not drawn)	-5	106	4	-4.0	-1	-0.2	0	-2	14
Fc1ccc(-n2c(-c3cccs3)nc3nc4ccccc4nc32)cc1	1	119	2	-4.7	0	0.3	8	6	6
O=C(Cc1coc(-c2ccc(F)cc2)n1)Nc1ccccc1	2	110	0	·	0	0.0	-4	2	-13
CCOc1[nH]n(-c2ccccc2)c(=O)c1C=Nc1ccc(C)cc1	6	104	0	0.3	-2	0.0	2	-8	8
CCOc1ccc(CNC(=O)CCc2cn(C)c3ccccc23)cc1	-3	111	-1	1.8	-6	0.0	-10	7	14
c1ccc(-c2nnc(SCc3nc4ccccc4[nH]3)n2Cc2ccco2)nc1	4	92	-2	3.0	-1	-4.9	1	12	6
Cc1ccc(C(=O)NNC(=O)COC(=O)COc2ccccc2C#N)cc1	2	113	-3	·	·	-0.1	-3	·	3
CCOC(=O)c1sc(NC(=O)CCN2C(=O)c3cccc([N+](=O)[O-])c3C2=O)c(C(=O)OCC)c1C	-6	104	0	-0.2	-2	0.0	2	3	6
COc1ccc(C(=O)NCC(=O)N2CCC3(CC2)NCCc2[nH]cnc23)cc1	-3	97	3	1.0	3	0.4	1	-11	3
CCOC(=O)c1sc(NC(=O)CSc2ccccn2)c(C#N)c1C	1	93	5	2.9	1	-0.4	3	13	-2
C/C=C/C=C\C(=O)Nc1cccc(C2=NOC3(C2)C[C@@H](C(N)=O)N(C(=O)/C(C)=C/C)C3)c1 (stereo partly drawn)	3	98	4	-0.9	-10	-0.2	-6	14	10
COc1ccccc1N(CC(=O)NCCSCc1ccc(Cl)cc1)S(C)(=O)=O	0	87	4	-1.4	6	-0.1	-1	3	-13

Single entries from the list:
For EBNA-1 inh, COc1ccc(C(=O)NCC(=O)N2CCC3(CC2)NCCc2[nH]cnc23)cc1 shows -11
For MCL1-BIM inh, CCOC(=O)c1sc(NC(=O)CCN2C(=O)c3cccc([N+](=O)[O-])c3C2=O)c(C(=O)OCC)c1C shows 2
For GLD-1 TGE inh, O=C(Cc1coc(-c2ccc(F)cc2)n1)Nc1ccccc1 shows 2
For MCL1-BIM inh, C/C=C/C=C\C(=O)Nc1cccc(C2=NOC3(C2)C[C@@H](C(N)=O)N(C(=O)/C(C)=C/C)C3)c1 (stereo partly drawn) shows -6

New compounds follow.
SMILES	GLD-1 TGE inh	Yeast superoxide	Bcl-xL primary	MEX-5 binding	Fam108B counter	Efflux pump mplx	MCL1-BIM inh	EBNA-1 inh	ZTA DNA inh
COc1cc(C(C)=O)ccc1OCc1cc(C(=O)N2CCSCC2)no1	2	106	-1	-1.6	-3	0.0	2	0	4
COc1ccc(NC(=O)CCC(=O)c2ccc(-c3ccccc3)cc2)cc1	-7	108	-3	1.1	-9	1.1	-5	-1	9
O=C(Cc1ccc(Cl)cc1)Nc1ccc(N2CCN(C(=O)c3ccco3)CC2)c(Cl)c1	4	129	-4	2.0	0	0.1	-5	-15	-4
COc1ccc(S(=O)(=O)NCc2ccc(C)cc2)cc1	-4	97	0	0.1	3	0.1	-2	13	14
COC(=O)c1ccc(NC(=O)C(=O)c2cccn2C)cc1	0	95	10	-0.9	-4	0.0	1	-1	6
Cc1cc(C(=O)COc2cccnc2[N+](=O)[O-])c(C)n1Cc1ccco1	6	101	4	-0.4	3	-0.1	-6	0	-13
O=C(COc1ccc(S(=O)(=O)NCc2ccccc2)cc1)NCC1CCCO1 (stereo not drawn)	-1	101	5	-1.6	-2	0.0	3	7	13
Cc1oc(-c2ccccc2)cc1C(=O)Nc1cccc2ccccc12	3	104	4	1.9	-5	0.0	-1	-11	2
COC(CNC(=O)C1CCCCC1C(=O)O)OC (stereo not drawn)	7	105	7	-3.1	9	0.0	4	-2	7
COC/C=C/C1=CC2=CC(=O)C(C)(OC(=O)c3cnc4ccccc4n3)C(=O)C2=CN1CCOC (stereo not drawn)	13	93	16	-1.0	1	0.1	9	6	8
CCOc1ccc2ccccc2c1/C=N/NC(=O)CNC(=O)c1ccccc1O	1	96	-1	1.4	-9	0.2	6	22	4
O=C(Nc1ccc(N2CCN(C(=O)c3ccccc3)CC2)cc1)c1cccnc1	2	82	2	0.0	-1	0.2	4	4	8
Cc1ccc(NCc2nnc3n2CCCCC3)cc1	-2	102	-4	0.8	2	0.2	-5	3	-11
